Screens as filed in PubChem.
NALP1 yeast inh: NALP1 inhibition; S. cerevisiae NALP1/ASC/caspase-1 growth, X-gal OD620, 72 h; inhibition, % at 10 µM; 0.61% of 280,000 active; AID 2071; in the data active means inhibition mostly above about 24%, no sharp cut-off; inactive means mostly below about 32%; further: some compounds called inactive have numbers as strong as hits
V1aR counter: counter-screen for oxytocin receptor agonists: human V1a receptor agonists | P37288 | AID 2797 | activation, % at 3 µM | CHO-V1R cells, Fluo-8 calcium fluorescence, agonist mode; 0% DMSO, 100% 3 nM vasopressin | 0.25% of 320,000 active;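 active means activation above the mean activation of all tested compounds plus 3 SD, per screening run, cut at about 20% in these data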;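 further: signal is peak over basal fluorescence ratio across a 100 second FLIPR read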
Target sequence (P37288 whole entry, looked up): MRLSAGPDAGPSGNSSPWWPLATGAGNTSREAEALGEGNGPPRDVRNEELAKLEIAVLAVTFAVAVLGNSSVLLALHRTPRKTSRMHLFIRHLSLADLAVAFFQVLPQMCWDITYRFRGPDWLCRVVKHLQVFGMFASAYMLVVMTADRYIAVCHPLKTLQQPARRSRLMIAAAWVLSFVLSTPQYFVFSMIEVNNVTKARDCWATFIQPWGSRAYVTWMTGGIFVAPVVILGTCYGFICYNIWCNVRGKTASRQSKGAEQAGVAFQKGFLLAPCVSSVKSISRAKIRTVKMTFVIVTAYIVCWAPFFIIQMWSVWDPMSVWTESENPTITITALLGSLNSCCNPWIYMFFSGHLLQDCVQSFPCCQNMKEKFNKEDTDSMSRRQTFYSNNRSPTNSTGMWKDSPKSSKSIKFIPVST
MEKK2wt PB1 HTS: raises or lowers MEK5 binding to wildtype human MEKK2 PB1 domain | binding response (% of control), % at 10 µM | AID 1531 | bead flow cytometry, Alexa488-MEK5 binding to MEKK2 WT; actives lie on both sides | Q9Y2U5 | 1.1% of 290,000 active; in the data active means binding response below about 67% or above about 130%
OXTR ag: activates the human oxytocin receptor; P30559; CHO-OTR cells, Fluo-8 calcium fluorescence; normalized: DMSO 0%, oxytocin 100%; activation, % at 3 µM; 0.32% of 320,000 active; AID 2435;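 active means activation above the mean of all tested compounds plus 3 SD, cutoff set per screening run, cut at about 20% in these data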;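 further: peak over basal fluorescence ratio from a 100 s FLIPR kinetic read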
Target sequence (P30559 whole entry, looked up): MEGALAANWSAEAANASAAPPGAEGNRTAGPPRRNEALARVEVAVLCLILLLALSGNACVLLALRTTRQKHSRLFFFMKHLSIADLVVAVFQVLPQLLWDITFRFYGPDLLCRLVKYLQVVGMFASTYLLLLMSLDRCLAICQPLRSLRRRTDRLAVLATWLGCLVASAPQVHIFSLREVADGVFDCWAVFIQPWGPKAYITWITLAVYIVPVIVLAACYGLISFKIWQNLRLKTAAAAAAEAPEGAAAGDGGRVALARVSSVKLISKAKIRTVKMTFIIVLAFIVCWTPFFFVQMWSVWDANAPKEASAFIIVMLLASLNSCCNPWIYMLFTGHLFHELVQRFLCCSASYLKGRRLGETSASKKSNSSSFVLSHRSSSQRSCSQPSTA
GalR3 antagonist: antagonists of human GalR3; HEK293 GalR3-CNG cAMP membrane potential fluorescence; galR3 body fused to GalR1 C-terminus; 0.44% of 360,000 active; AID 651719; inhibition, % at 3 µM; O60755;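 active means inhibition above the screen-wide average plus 3 SD, cut at about 13% in these data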;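 further: forskolin and galanin both at EC90 stimulate the cells; cAMP rise reported by CNG channel membrane potential dye signal; 0% = forskolin plus galanin with DMSO and 100% = forskolin alone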
Target sequence (O60755 1-299 limits assumed): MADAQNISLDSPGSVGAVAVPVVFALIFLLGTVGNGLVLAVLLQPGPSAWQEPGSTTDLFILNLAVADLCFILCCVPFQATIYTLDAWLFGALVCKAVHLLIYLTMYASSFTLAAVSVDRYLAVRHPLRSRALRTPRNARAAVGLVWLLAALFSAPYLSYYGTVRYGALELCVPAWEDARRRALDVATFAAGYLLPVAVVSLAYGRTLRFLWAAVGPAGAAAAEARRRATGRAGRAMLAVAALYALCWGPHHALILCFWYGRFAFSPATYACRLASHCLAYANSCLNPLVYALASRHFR
GPR7 antagonist: human neuropeptides B/W receptor 1 antagonism | P48145 | GPR7-expressing cells, fluorescence antagonist assay | inhibition, % at 4.4 µM | 1.1% of 290,000 active; in the data active means inhibition above about 16%, passing the limit was not always enough;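 further: cells stimulated with the agonist NPW; 0% = agonist with vehicle and 100% = vehicle without agonist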
PfM18AAP inh: PfM18AAP enzyme inhibition. recombinant PfM18AAP, H-Glu-NHMec fluorogenic cleavage. inhibition, % at 7.35 µM. 1.2% of 290,000 active. AID 1822;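 active means inhibition above the campaign mean inhibition over all tested compounds plus 3 SD, cut at about 28% in these data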;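 further: 0% = plate median of test compound wells and 100% = 2 mM ZnCl2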
OXTR potentiate: human OXTR potentiation. P30559. CHO-OTR cells, Fluo-8 calcium fluorescence, potentiator mode; 0% = oxytocin EC15, 100% = EC100. activation, % at 3 µM. 0.061% of 320,000 active;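 active means activation above that plate's cutoff, the mean activation of tested compounds plus 3 SD, cut at about 6.6% in these data, passing the limit was not always enough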;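 further: 100% uses oxytocin at 75 nM as the full agonist control; some results filed as inactive read as strong as hits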
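Material: human OTR in CHO cells. Compound: 3.0 µM, one dose. Timing: compound 6 min at room temperature before oxytocin, 100 s read. Evaluation: % activation of max/min ratio relative to oxytocin controls. Replication: single well per compound, singlicate. Signal: Fluo-8 calcium dye fluorescence.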
MEKK2mut PB1 HTS: signal of MEK5 binding to mutant human MEKK2 PB1 domain. percent response, % at 10 µM. 0.35% of 290,000 active. bead flow cytometry, Alexa488-MEK5 binding to MEKK2 mutant; in the data active means percent response above about 24%, passing the limit was not always enough; further: inactives centre near 1; some results filed as inactive read as strong as hits
The depositor's hits bear a star; . = no result given. The order is random, and some 4.1% of all compounds hit somewhere here.

SMILES	NALP1 yeast inh	V1aR counter	MEKK2wt PB1 HTS	OXTR ag	GalR3 antagonist	GPR7 antagonist	PfM18AAP inh	OXTR potentiate	MEKK2mut PB1 HTS
CCCn1c(NCCO)nc2ccccc21	4	1.3	104	0.3	-1	-7	-2	-3	3
Cc1ccc(-n2nnnc2CNC(=O)c2ccc([N+](=O)[O-])o2)cc1C	.	-0.6	.	0.1	-2	.	.	-7	.
C[C@@H](N)C(=O)NC[C@H]1CC[C@H](C(=O)N[C@@H](Cc2ccccc2)C(=O)O)CC1	16	.	103	.	-7	-2	1	.	0
CC(=O)N1CCN(S(=O)(=O)c2cccc(C(=O)Nc3ccc4c(c3)CCC4)c2)CC1	-69	0.1	102	0.1	-6	-3	-4	6	3
Cc1cc(C)c2oc(C(=O)Nc3ccc(S(=O)(=O)N4CCCC(C)C4)cc3)cc(=O)c2c1 (stereo not drawn)	36	0.3	104	-0.1	-6	-8	-3	-7	-1
CN(/C=C/C(=O)C(F)(F)C(F)(F)F)Cc1ccccc1	41	-0.2	97	0.8	-6	-2	3	-4	-4
NNc1ncnc2sc3c(c12)CCC3	14	-1.1	99	-0.5	-8	-2	25	-8	-2
CCCNS(=O)(=O)c1cccc(C(=O)NNC(=O)c2cc(C)oc2C)c1	.	0.1	.	-0.8	-3	.	.	2	.
Cc1cc(S(=O)(=O)NC2CCCC2)ccc1-n1cnnn1	18	0.6	107	2.1	-5	5	3	-7	18
CSc1nc2ccccc2cc1/C=C(\C#N)c1ccc(Cl)c(Cl)c1	0	0.7	95	0.8	-1	-2	0	2	-5
Cc1cccc(N2CCN(S(=O)(=O)c3ccc4c(c3)CC(=O)N4C)CC2)c1C	-3	2.1	103	2.1	2	-1	-2	-14	3
O=C(C1CCN(S(=O)(=O)c2cccc3cccnc23)CC1)N1CCN(Cc2ccccc2)CC1	.	1.6	.	2.4	-2	.	.	-3	.
CCOc1ccc(OCCCC(=O)N(C)CC(=O)Nc2ccc(N3CCOCC3)cc2)cc1	.	-0.1	.	1.0	-3	.	.	-3	.
Cc1ccc(C(C#N)c2ccc(C(=O)c3ccc(F)cc3)cc2)cc1 (stereo not drawn)	-17	6.5	101	4.5	2	2	3	-13	7
c1ccc(CN2CCC(N3CCC(N4CCCCCC4)CC3)CC2)cc1	22	2.0	115	0.0	.	-10	1	-3	2
COc1ccc(CCN2CCCC(CN(C)Cc3cc(OC)c(OC)c(OC)c3)C2)cc1 (stereo not drawn)	2	0.1	110	0.1	1	-19	1	6	16
O=C(O)c1ccc(Sc2nnc3ccccn23)c([N+](=O)[O-])c1	14	0.0	99	0.7	-8	-16	1	-1	-2
O=C(NCCCN1CCCC1=O)c1cn(-c2ccccc2)nc1-c1ccccc1	3	-0.1	102	-0.4	-1	-12	-2	-1	-3
O=C(CN(c1ccc(F)cc1)S(=O)(=O)c1ccccc1)NC1CC2CCC1C2 (stereo not drawn)	4	-0.5	101	-1.2	2	6	1	-12	2
COC(=O)c1ccc(/C=N\NC(=O)c2c(C)nc3ccc(Cl)cn23)cc1	14	1.2	105	0.3	.	-5	-15	-13	2
CCOCC(=O)Nc1cc([N+](=O)[O-])ccc1C	26	0.0	110	0.5	5	-2	1	-3	8
Cc1cc(Cl)c(S(N)(=O)=O)cc1OCC(N)=O	-9	0.8	97	0.1	-5	-3	-2	-1	-5
COc1cc(NC(=O)COC(=O)CNC(=O)c2ccc(Cl)cc2)c(C)cc1[N+](=O)[O-]	26	1.3	101	-0.7	-2	-5	1	-2	-2
COc1ccc2[nH]c(C(=O)N3CCN(c4ccccc4F)CC3)c(C)c2c1	12	0.5	94	0.2	-8	-5	1	-4	-6
CC1CCCN(C(=O)C2CCN(Cc3ccc4c(c3)OCO4)CC2)C1 (stereo not drawn)	4	0.5	99	0.9	-7	-9	6	0	1
COc1ccc(C(=O)Nc2cccc(-c3cc4ccccc4oc3=O)c2)cc1[N+](=O)[O-]	9	1.8	103	-1.4	-2	8	0	-7	17
O=C(COC(=O)/C=C/c1ccccc1)NC1CCCC1	.	1.9	.	1.1	-4	.	.	4	.
CCn1c(SCC(=O)Nc2ccc3c(c2)OCCO3)nnc1C1CC1	26	-0.6	98	-0.7	-9	-6	4	-6	-1
CCOCCCn1c(SCC(=O)Nc2ccc(C(N)=O)cc2)nc2ccccc2c1=O	7	-0.7	89	0.3	-4	9	-6	-5	-1
CN1Cc2sc(NC(=S)NC(=O)c3ccccc3)c(C#N)c2CC1(C)C	.	34*	-14*	32*	2	-11	6	-10	11
O=C(NC1CC1)c1ccc(Cl)c(S(=O)(=O)N2CCOCC2)c1	8	1.4	93	0.5	3	9	-3	-8	-4
O=[N+]([O-])c1cc(Br)c(Nc2ccccc2)c([N+](=O)[O-])c1	22	-2.5	108	-2.1	-4	29	5	5	8
C=CCn1cc(CN2CCC(C(=O)Nc3ccc(Oc4cccnc4)cc3)CC2)c(C)n1	5	-0.1	108	-0.5	1	-5	3	-6	4
C=CCNC(=S)NNC(=O)c1csc(CC)c1	8	-0.1	98	0.2	-3	-10	15	2	-2
CC(=O)c1ccc(NC(=O)CSc2nc(N3CCOCC3)nc(N3CCOCC3)n2)cc1	10	0.8	97	-0.5	-3	-4	1	-1	-4
COc1ccc(/C=N/Nc2nc(N3CCCC3)nc(N3CCCC3)n2)cc1O	3	0.1	103	-1.7	-2	-3	-8	-13	1
Cc1nnc(SCc2ccc(F)cc2)n1NC/C=C/c1ccccc1	17	7.5	93	8.6	-2	-4	1	-14	-3
O=C(NC(=O)N1CCN(c2ccccc2)CC1)c1ccc(Cl)cc1	-67	-0.7	98	-1.9	-6	8	-6	-2	3
Cc1ccccc1-n1c([C@@H]2C[C@H]2c2ccccc2)n[nH]c1=S	4	-0.3	88	-0.4	-1	-14	-8	1	-16
CC(=O)Nc1ccc(-c2csc(NC(=O)Cc3ccccc3F)n2)cc1	3	9.0	95	0.6	-8	0	1	-1	0
CCOC(=O)C(CSCC(=O)c1ccc(Cl)cc1Cl)NC(=O)OC(C)(C)C (stereo not drawn)	16	0.4	89	-0.6	-4	-4	2	-17	-3
O=C(NCCN1C(=O)C2C3C=CC(C3)C2C1=O)Nc1ccccc1O (stereo not drawn)	7	0.9	102	0.3	-1	-5	-2	-6	4
Cc1cc2c3nonc3ccc2n1C	8	0.4	104	1.0	-7	1	18	-4	4
CCc1nnc(NC(=O)C2CCCCN2S(=O)(=O)c2ccccc2)s1 (stereo not drawn)	6	0.4	96	-1.1	1	1	-5	3	-8
N/C(=N\OC(=O)COc1ccc(Br)cc1)c1cccnc1	29	1.7	91	-0.3	-10	-3	-1	-8	-2
CCC1CCCCN1CCCCOc1cccc(Cl)c1 (stereo not drawn)	22	0.6	103	2.4	-11	9	-3	-11	11
Cc1ccc(OCCNC(=O)CNC(=O)c2ccccc2Cl)cc1	.	-0.5	.	-1.1	-5	.	.	-2	.
CCN(CC)c1ccc(/C=C/c2ccc3ccc(OC)cc3[n+]2CC)cc1	11	5.8	115	11	-10	47*	-9	-24	15
COc1ccc(C2N(Cc3ccccc3)CCN2Cc2ccccc2)cc1[N+](=O)[O-]	28	-0.4	104	-0.2	6	-1	3	-4	-2
Cn1nc(C(=O)OCC(=O)Nc2sccc2C(N)=O)c2ccccc2c1=O	-4	8.5	103	5.1	2	-8	1	-6	6
O=C(CNS(=O)(=O)c1cccs1)NCCc1ccc(Cl)cc1	22	2.6	100	1.1	-6	-4	3	2	6
Brc1ccc(-c2cn3nc4c(nc3n2)CCCC4)cc1	17	3.3	97	0.3	1	5	12	-14	1
O=C(NNC(=O)c1ccccc1[N+](=O)[O-])c1ccccn1	-11	0.3	94	-0.3	-7	-10	16	-17	-11
Cc1ccc(NC(=O)N2CCCCC2)cc1NC(=O)N1CCCCC1	5	-1.2	98	-1.1	-4	-11	3	6	5
O=C(Nc1ccc2oc(-c3ccccc3)nc2c1)C1CCCO1 (stereo not drawn)	31	1.1	105	1.2	-6	-5	-6	-5	-2
Nc1nnnn1/N=C/c1ccc(Cl)cc1	16	0.5	106	-1.4	-10	2	-7	-7	3
COc1ccc(OC)c(NC(=S)N2CCCC2)c1	5	.	98	.	-1	-12	3	.	0
CCOC(=O)C1CCCCN1S(=O)(=O)c1cc2c(cc1C)NC(=O)CO2 (stereo not drawn)	5	7.5	98	2.7	0	-4	5	-18	-1
Cc1ccc(CNC(=O)C2=NNC(=O)CC2)cc1	28	0.2	86	0.8	0	-14	-6	-6	-10
O=C1C2C(c3ccccc3)CC=CC2[C@H](c2cccc([N+](=O)[O-])c2)N1Cc1ccccc1 (stereo partly drawn)	10	-0.5	96	-0.1	-4	.	.	-8	1

The closing 5 records of the section above open the next one:
SMILES	NALP1 yeast inh	V1aR counter	MEKK2wt PB1 HTS	OXTR ag	GalR3 antagonist	GPR7 antagonist	PfM18AAP inh	OXTR potentiate	MEKK2mut PB1 HTS
Nc1nnnn1/N=C/c1ccc(Cl)cc1	16	0.5	106	-1.4	-10	2	-7	-7	3
COc1ccc(OC)c(NC(=S)N2CCCC2)c1	5	.	98	.	-1	-12	3	.	0
CCOC(=O)C1CCCCN1S(=O)(=O)c1cc2c(cc1C)NC(=O)CO2 (stereo not drawn)	5	7.5	98	2.7	0	-4	5	-18	-1
Cc1ccc(CNC(=O)C2=NNC(=O)CC2)cc1	28	0.2	86	0.8	0	-14	-6	-6	-10
O=C1C2C(c3ccccc3)CC=CC2[C@H](c2cccc([N+](=O)[O-])c2)N1Cc1ccccc1 (stereo partly drawn)	10	-0.5	96	-0.1	-4	.	.	-8	1
O=C(O)/C=C/C(=O)N1Cc2cc3ccccc3nc2C1	14	1.5	101	0.9	0	-11	0	-2	13
COc1ccccc1CN1C(=O)[C@H]2Cc3c([nH]c4ccccc34)C(C)(C)N2C1=O	.	0.5	95	1.6	-9	.	.	-10	-4
O=C(CN(c1ccccc1)S(=O)(=O)c1ccccc1[N+](=O)[O-])N1CCCC1	4	-0.6	102	-1.0	-8	-9	1	-1	-1
C=CCc1ccc(OCCCNCc2ccccc2)c(OC)c1	18	1.9	117	4.5	-1	-12	-1	-3	5
CCCOC(=O)c1ccc(NC(=O)Cc2cccs2)cc1	20	0.0	111	0.0	-2	3	-2	3	12
CCOC(=O)C1CCN(CC(C)(C)NS(=O)(=O)c2ccccc2)CC1	12	4.0	104	1.9	-8	-4	-1	-4	9
Cc1ccc(C2N(C)c3ccccc3-c3nc4ccccc4n32)o1 (stereo not drawn)	4	-1.7	95	-2.2	-8	-3	4	6	2
Cc1cccc(NC(=O)C(=O)NCC2CCCN2S(=O)(=O)c2cccs2)c1C (stereo not drawn)	.	-0.3	.	-1.8	-4	.	.	-5	.
CCN(CC)CCN1C(=O)C(=O)/C(=C(/O)c2c(C)[nH]c(C(=O)OC)c2C)C1c1ccccc1OC (stereo not drawn)	20	1.0	94	0.7	0	3	4	-6	-5
O=C(CSc1nc2ccccc2[nH]1)Nc1cccc(S(=O)(=O)N2CCOCC2)c1	-5	3.1	104	2.2	2	-13	4	-4	7

An excerpt of these results, comma-delimited.
SMILES,NALP1 yeast inh,V1aR counter,MEKK2wt PB1 HTS,OXTR ag,GalR3 antagonist,GPR7 antagonist,PfM18AAP inh,OXTR potentiate,MEKK2mut PB1 HTS
CCN(CC)CCN1C(=O)C(=O)/C(=C(/O)c2c(C)[nH]c(C(=O)OC)c2C)C1c1ccccc1OC (stereo not drawn),20,1.0,94,0.7,0,3,4,-6,-5
O=C(CSc1nc2ccccc2[nH]1)Nc1cccc(S(=O)(=O)N2CCOCC2)c1,-5,3.1,104,2.2,2,-13,4,-4,7
